# Screening results (PubChem BioAssay)
# Gal4-VP16 FLuc = inhibits Gal4-VP16 luciferase reporter, ROR gamma counter-screen | Drosophila S2 Gal4-VP16 UAS-luciferase, luminescence, 20 h | Potency, µM (highest dose often 53.6 µM), without a hit: at the top dose activity, negative = inhibition, actives largely listed as inhibitors | actives 3.5% (n = 310,000) | AID 2546;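 further: Gal4-VP16 expression switched on by copper sulfate through the metallothionein promoter; potency means the concentration at half of the fitted maximal effect; on the % scale 0 is the no-effect control and ±100 the full control effect; nearly all actives have a fitted effect of over 50% in size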
# ELG1 genotox = induces genotoxicity in HEK293T cells with luciferase-tagged ELG1; HEK293T ELG1-luciferase reporter, luminescence, 16 h; Potency, µM (doses to about 46 µM), for inactives: at the top dose activity change, positive = activation, usual class: activators; actives 1.3% (n = 330,000); further: potency means the concentration at half of the fitted maximal effect; % of control where 0% means no effect; nearly all actives have a fitted effect of over 60% in size
#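 Quantitative HTS format in 1536-well plates. HEK293T ELG1-luciferase reporter cells receive test compound and are incubated 16 hr at 37 °C, 5% CO2; ONE-Glo added, 30 min room temperature, then luminescence read.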
# NPC1 prom act = activators of NPC1 promoter. actives 2.4% (n = 320,000). Potency, µM (titrated, usually from 9.22 µM), inactives show top-dose activation, usual class: activators. Huh7 NPC1 promoter luciferase reporter, 24 h;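 further: potency means the concentration at half of the fitted maximal effect; % of control where 0% means no effect; nearly all actives have a fitted effect of over 60% in size; reporter is driven by a mutant NPC1 promoter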
#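 Compounds in DMSO were transferred onto Huh7 NPC1-luciferase reporter cells pre-incubated 2 h; after 24 h at 37 °C, Amplite reagent was dispensed and luminescence recorded 10 min later.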
# RORg inh = blocks mouse ROR gamma transcriptional activity | P51450 | Potency, µM (highest dose often 53.6 µM), without a hit: at the highest dose activity change, negative = inhibition, actives largely listed as inhibitors | AID 2551 | actives 5.4% (n = 310,000) | Drosophila S2 Gal4-RORgamma UAS-luciferase reporter, 20 h; further: potency means the concentration at half of the fitted maximal effect; on the % scale 0 is the no-effect control and ±100 the full control effect; nearly all actives have a fitted effect of over 60% in size
# Target sequence (P51450 whole entry, looked up, the tested form may be a part): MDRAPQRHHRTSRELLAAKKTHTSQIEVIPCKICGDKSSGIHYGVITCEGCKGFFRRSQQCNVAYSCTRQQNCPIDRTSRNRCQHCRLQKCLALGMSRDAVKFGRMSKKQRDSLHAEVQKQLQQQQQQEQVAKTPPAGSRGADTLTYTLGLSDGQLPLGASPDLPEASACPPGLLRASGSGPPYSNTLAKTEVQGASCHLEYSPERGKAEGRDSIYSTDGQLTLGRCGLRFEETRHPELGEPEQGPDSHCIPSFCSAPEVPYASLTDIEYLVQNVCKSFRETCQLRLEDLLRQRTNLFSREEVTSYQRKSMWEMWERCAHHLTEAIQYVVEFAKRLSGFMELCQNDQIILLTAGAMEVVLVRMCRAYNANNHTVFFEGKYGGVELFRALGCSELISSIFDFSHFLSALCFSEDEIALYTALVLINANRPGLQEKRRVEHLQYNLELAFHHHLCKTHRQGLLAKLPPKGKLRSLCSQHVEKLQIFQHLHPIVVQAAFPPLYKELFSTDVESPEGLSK
#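 Read-out: Photinus luciferase luminescence; inhibitors lower reporter signal. Insect Schneider cells with Gal4-ROR gamma fusion under metallothionein promoter, UAS reporter; 700 uM final copper sulfate induction, 20 hr, ambient temperature.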
# uPA surface inh = cell surface uPA generation inhibition; cell surface uPA generation assay, qHTS; Potency, µM (highest dose often 38.3 µM), for inactives: top-dose activity change, negative = inhibition, actives largely listed as inhibitors; actives 0.31% (n = 330,000); active means well fitted inhibition curve with a large enough effect; inconclusive means small, poorly fitted or top-dose-only effect; inactive means no such curve, though single readings can be large or run the other way; tested in mouse RAW 264.7 cells; further: potency means the concentration at half of the fitted maximal effect; on the % scale 0 is the no-effect control and ±100 the full control effect; nearly all actives have a fitted effect of over 55% in size
# Giardia kill = Giardia lamblia killing. Giardia lamblia trophozoite viability. activity change, % at 7.66 µM, hits read low. actives 0.15% (n = 340,000). AID 540267; in the data active means activity change below about -80%; inconclusive means between about -30% and that limit;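 further: parasites exposed to compound for two days anaerobically before the ATP read; on the % scale 0 is the no-effect control and ±100 the full control effect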
#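 ATP-content bioluminescence gauges trophozoite survival. Cells (100/well) receive compound and incubate anaerobically for 48 hrs at 37 deg C; detection reagent follows for 15-30 min at room temperature.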
# Rab9 prom act = activates the Rab9 promoter. Huh7 Rab9 promoter-luciferase reporter, luminescence, 24 h. Potency, µM (series often up to 9.22 µM), for inactives: at the highest dose activation, negative = inhibition, usual class: activators. actives 2.8% (n = 320,000). AID 485297; further: potency means the concentration at half of the fitted maximal effect; % of control where 0% means no effect; nearly all actives have a fitted effect of over 60% in size
#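 Huh7 cells stably carrying Rab9 promoter–luciferase reporter, plated 1500 cells/well, compound added after 2 h and incubated 24 h at 37 °C; luciferase luminescence then read after 10 min with detection reagent.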
# FBPA coupling cs = inhibits coupling enzyme system, counter-screen for aldolase hits; activity change, negative = inhibition, % at 58.2 µM, hits read low; AID 2472; coupling enzyme system counterscreen, AmpLite Red fluorescence; actives 0.67% (n = 290,000); in the data active means activity change below about -30%; further: on the % scale 0 is the no-effect control and ±100 the full control effect
#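 First, compound is pin-transferred into glyceraldehyde-3-phosphate coupling-enzyme reagent at 57.5 uM final and held 10 min at RT. Next, substrate, coupling system and AmpLite Red are added. After 20 min RT, fluorescence (525/598 nm) is read.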
# KCNH2 3.1 inh = KCNH2 3.1 (human) potassium channel inhibition | activity change, % (tested at about 1.8 µM) | U2OS KCNH2 3.1, thallium flux FluxOr; active compounds read low | actives 0.95% (n = 340,000);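 active means maximum activity change below -70%; inconclusive means maximum activity change from -70% to -50%; inactive means maximum activity change above -50%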;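 further: thallium influx rate constant from kinetic fluorescence after stimulation buffer; on the % scale 0 is the no-effect control and ±100 the full control effect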
#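 Normalized rate constant (relative to positive and negative DMSO controls) derived from a 2 min kinetic fluorescence read after stimulation; U2OS cells expressing the 3.1 isoform via virus at 1.77 x 10^8 /mL.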
# FLuc counter = firefly luciferase modulation, counter-screen for miR-21 project. Potency, µM (titrated, usually from 57.5 µM), for the others: at the top dose activity change, negative = inhibition, usual class: inhibitors. actives 6.9% (n = 360,000). purified FLuc, Km substrates, luminescence inhibition. P08659;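 further: potency means the concentration at half of the fitted maximal effect; plate controls were vehicle for no effect and reference inhibitor for full effect; nearly all actives have a fitted effect of over 55% in size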
# Target sequence (P08659 whole entry, looked up): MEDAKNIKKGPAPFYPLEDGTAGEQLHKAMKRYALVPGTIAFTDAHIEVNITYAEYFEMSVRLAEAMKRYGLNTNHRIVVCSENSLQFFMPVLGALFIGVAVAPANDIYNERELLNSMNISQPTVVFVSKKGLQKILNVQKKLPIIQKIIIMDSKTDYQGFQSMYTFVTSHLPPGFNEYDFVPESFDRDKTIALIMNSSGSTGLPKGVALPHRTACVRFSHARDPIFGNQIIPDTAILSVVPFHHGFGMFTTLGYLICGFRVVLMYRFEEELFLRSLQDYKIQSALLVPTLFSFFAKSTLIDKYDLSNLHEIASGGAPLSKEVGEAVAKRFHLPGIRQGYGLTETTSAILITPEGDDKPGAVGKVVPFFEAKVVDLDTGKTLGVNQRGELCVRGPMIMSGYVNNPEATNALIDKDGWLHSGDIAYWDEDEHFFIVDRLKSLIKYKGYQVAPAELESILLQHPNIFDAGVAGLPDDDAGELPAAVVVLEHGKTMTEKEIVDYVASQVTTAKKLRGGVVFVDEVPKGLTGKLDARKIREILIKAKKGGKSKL
#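 Purified P. pyralis luciferase, 10 nM final, with Km-level 10 uM D-luciferin and 10 uM ATP in 50 mM Tris acetate pH 7.5, 10 mM Mg acetate, 0.01% Tween-20, 0.05% BSA; 6-point qHTS titration about 60 µM downward; luminescence read.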
# Tb PFK block = T. brucei PFK enzyme inhibition; O15648; AID 485367; Potency, µM (doses to about 57.5 µM), inactives show top-dose activity, negative = inhibition, actives largely listed as inhibitors; T. brucei PFK, ADP-Glo luminescence; actives 0.17% (n = 330,000);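 further: potency means the concentration at half of the fitted maximal effect; 0% = uninhibited 1x PFK enzyme wells and -100% = no-enzyme wells; nearly all actives have a fitted effect of over 60% in size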
#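 ADP-Glo luminescence quantified ADP after 45 min at room temperature, with 1.25 nM T. brucei PFK, 0.1 mM ATP and 0.5 mM fructose-6-phosphate in pH 8.0 TEA buffer. qHTS titrations up to 57 µM; curves classified by quality.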
# Active calls of the source: *; ? = inconclusive; . = not tested or not shown; [ ] = another dose, or the depositor's remark. Unless noted, the call rests on the fitted dose curve; in most records, active means well fitted curve in the direction sought with a large enough effect; inconclusive means small, poorly fitted or top-dose-only effect, or another doubt; inactive means no such curve, though single readings can be large; an effect the other way counts as inactive or inconclusive.
SMILES,Gal4-VP16 FLuc,ELG1 genotox,NPC1 prom act,RORg inh,uPA surface inh,Giardia kill,Rab9 prom act,FBPA coupling cs,KCNH2 3.1 inh,FLuc counter,Tb PFK block
COC(=O)c1cc(Nc2cc(C)c3c(O)cccc3n2)cc(C(=O)OC)c1,2%,-6%,10%,?,14%,0,0%,0,7,?,3%
O=C(O)/C=C/C(=O)NCCc1ccccc1,0%,0%,-2%,-12%,-1%,3,-1%,2,1,-4%,-6%
O=C(N/N=C/c1ccccn1)c1cc(C2CC2)[nH]n1,-7%,18µM*,?,?,-4%,7,1.6µM*,-2,-92*,19µM*,-7%
Cc1ccc(C(=O)OCC(=O)N2CCOCC2)c(C)c1,-5%,15%,-7%,4%,-2%,-19,7%,1,12,-9%,-4%
CCc1ccc(NC(=O)C/C(C)=N/NC(=O)COc2ccc(C)cc2Br)cc1,-7%,3%,4%,?,3%,-6,4%,-4,-11,-17%,-16%
CCOC(=O)C1(Cc2cccc(F)c2)CCN(Cc2cnn(CC)c2)CC1,8%,-1%,1%,2%,-1%,-9,-3%,0,13,-2%,3%
CCOc1ccc(OCC)c(NC(=O)c2nnn(CC(=O)Nc3cc(C)cc(C)c3)c2N)c1,?,4%,-7%,?,-10%,0,-15%,.,1,1%,2%
CCSc1ccc(C(=O)Nc2cccc(C)n2)cc1[N+](=O)[O-],-12%,8%,0%,1%,-3%,-27,0%,-1,?,-2%,-7%
COc1ccc(CCNC(=O)COC(=O)c2cc(OC)c(OC)cc2OC)cc1OC,-3%,2%,7%,-15%,0%,3,6%,0,-14,-2%,2%
Cc1sc(NC(=O)C2=COCCO2)c(C(N)=O)c1C,.,28%,14%,.,-2%,-1,22%,.,-6,17µM*,2%
CC(=O)CSc1ccc(S(=O)(=O)N2CCN(C)CC2)cn1,.,-1%,-2%,.,12%,-9,2%,.,9,.,-2%
CN1CCc2c1nc1ccccc1c2N (tested in a mixture with another compound),.,0%,-1%,.,-1%,14,4%,0,22,4%,3%
O=S(=O)(NCc1ccc(F)cc1)c1ccccc1Br,.,-1%,1%,.,-16%,12,0%,.,-7,-3%,1%
CC(=O)Nc1cccc(C(=O)OCC(=O)c2ccccc2Cl)c1,?,?,3.5µM*,16%,5%,-21,0.79µM*,-4,17,?,0%
NC(=O)CSc1nnc(Cn2c(=O)sc3ccccc32)n1-c1ccccc1,-2%,6%,-2%,-22%,13%,11,-3%,2,-1,0%,15%
COc1ccc(C(=O)OCC(=O)N2CCCCC2)cc1[N+](=O)[O-],13%,3%,-3%,8%,0%,10,-33%[inhibitor],3,1,0%,-3%
CCN(CC)c1ccc(-c2nc3cnccc3n2C)cc1,1%,?,4µM*,26%,-10%,-9,4µM*,-1,-4,4.8µM*,3%
COCCN(C(=O)CCCc1nc2ccccc2s1)c1c(N)n(CC(C)C)c(=O)[nH]c1=O,.,-2%,7%,.,14%,4,-2%,.,18,0%,0%
O=C(NC1CCCCC1)C1CCCN(S(=O)(=O)c2ccc(Br)s2)C1 (stereo not given),9%,-5%,-1%,22%,-1%,?,-6%,-2,10,-5%,2%
COC(=O)C1(O)CC(C(C)C)=NN1C(=O)c1ccc(Cl)cc1 (stereo not given),-9%,0%,-6%,10µM*,0%,-11,0%,0,-3,5%,0%
CC(C)(CO)CN1CCC(n2nccc2NC(=O)C2CCCC2)CC1,4%,3%,3%,-4%,-1%,-2,-1%,0,3,2%,-2%
O=C(N/N=C/c1ccc(-c2ccc([N+](=O)[O-])cc2)o1)c1cccnc1,0%,6%,3%,11µM*,1%,9,-3%,0,-3,-2%,2%
COc1cc(OC)c2ccc(=O)oc2c1C(CC(=O)N1CCOCC1)c1ccc(N(C)C)cc1 (stereo not given),-11%,1%,-2%,11%,-1%,13,-1%,-7,.,-1%,11%
COc1ccc(C)cc1NC(=O)CSc1nnc(-c2cc3cccc(OC)c3o2)n1N,?,.,.,?,-2%,-10,.,3,6,2%,.
CC(=O)Nc1ccc(-n2cc(-c3ccccc3)[nH]c2=S)cc1,-3%,5%,1%,?,7%,4,21%,0,-4,?,?
Cc1c(-c2ccccc2)n[nH]c1C(=O)N=Nc1c(O)[nH]c2ccccc12,?,?,15%,?,-2%,0,20%,-19,11,?,2%
CCOC(=O)C1CCCN(c2nc3ccccc3nc2NS(=O)(=O)c2ccc(C)cc2)C1 (stereo not given),.,-1%,-4%,.,-15%,-9,-1%,.,9,2%,-1%
CN1CCN(CC(=O)O)CC1,-5%,-1%,3%,-6%,.,0,1%,4,0,2%,1%
COc1cccc(OCc2cc(C(=O)NCCN3CCCCC3CO)no2)c1 (stereo not given),-12%,0%,3%,10%,8%,10,-2%,.,-34,-2%,-1%
CCN(CC)S(=O)(=O)c1ccc(OC)c(NC(=O)c2cc(=O)[nH]c3ccccc23)c1,4%,-5%,-4%,15%,-1%,35[activator],-1%,-2,-10,3%,1%
Cc1nc2ccc(NS(=O)(=O)c3ccccc3F)cc2s1,.,0%,-2%,.,-13%,?,-4%,.,-4,1%,0%
O=C(COc1ccccc1)Nc1cccc2nsnc12,6%,7%,19%,-13%,-3%,-16,0%,0,-29,?,-3%
Cc1cc(N2CCN(c3ccc([N+](=O)[O-])c4cccnc34)CC2)c2ccccc2n1,7.1µM*,10%,-7%,13µM*,10%,?,-14%,-16,-103*,-1%,2%
CC(=O)Nc1c(O)nc(SCC(=O)Nc2ccc(C(C)=O)cc2)[nH]c1=O,14%,9.2µM*,?,?,-2%,-19,?,0,10,?,-1%
COc1ccc(-c2cn(CCC(=O)O)c(C)n2)cc1,.,3%,-2%,.,1%,-21,2%,.,.,?,-10%
Cc1ccc(OCC(=O)Nc2cc(C)on2)c([N+](=O)[O-])n1,0%[10 µM],?,3%,1%,-1%,-25,?,0,-17,?,3%
CCN(CC)S(=O)(=O)c1ccc(N2CCOCC2)c(NC(=O)c2cccc(C#N)c2)c1,-12%,-2%,0%,-10%,-6%,-23,0%,1,3,-3%,0%
CCc1cc2c(=O)n(-c3ccccc3)c(SCC(=O)O)nc2s1,-4%,2%,3%,0%,-4%,-15,2%,15,5,-4%,-5%
O=c1c2c(nc3n1CCCCC3)-c1ccccc1CC21CCCCC1,-6%,-1%,-4%,9%,5%,11,-1%,-1,-19,3%,-3%
O=C(COc1ccc(Cl)cc1)NNC(=O)C(=O)N1CCCCC1,5%,0%,1%,10%,.,-7,14%,2,-12,-1%,-5%
CCOc1ccc(C2C(C(=O)c3cccs3)=C(O)C(=O)N2Cc2cccnc2)cc1 (stereo not given),22%,3%,-3%,37%,-7%,28,-3%,7,1,?,7%
COc1ccc(-c2csc(NC(=O)c3ccc(S(=O)(=O)N4CCc5ccccc5C4)cc3)n2)c(OC)c1,-11%,-7%,-17%,11%,-1%,2,-31%[inhibitor],1,-37,0%,7%
CN(CC(=O)Nc1ccc(Cl)c(C(F)(F)F)c1)C(=O)C1CSC2(C)CCC(=O)N12 (stereo not given),.,0%,1%,.,3%,5,-2%,.,7,2%,17%
CCOC(=O)N1CCN(C(=S)Nc2cc(S(=O)(=O)N3CCOCC3)ccc2Cl)CC1,-7%,-12%,-4%,1%,-10%,-7,-8%,0,5,0%,0%
O=C(NCCN1CCOCC1)c1cc(-c2cccc(O)c2)on1,1%,?,-3%,15%,3%,-2,-1%,0,3,-3%,0%
COCCCn1c(SCC(=O)N2CCCCC2C)nnc1-c1ccco1 (stereo not given),2%,-1%,-2%,14%,.,7,1%,0,17,-9%,9%
Cc1ccc(S(=O)(=O)N2CCOCC2)cc1NC(=O)CNCc1ccccc1Cl,.,-2%,-5%,.,-3%,-4,-3%,.,7,15%,-6%
Cc1nn(-c2ncc(C(F)(F)F)cc2Cl)c(=O)n1-c1c(F)cccc1F,15%,0%,-4%,1%,15%,-14,-7%,3,-1,5%,-3%
COc1cc(C(=O)Nc2ccc(NC(=O)c3ccccc3)nc2)cc(OC)c1OC,22%,-8%,0%,0%,0%,10,13%,0,12,-6%,-1%
C/C=C/C(=O)OCC(=O)Nc1cc(-c2cc(C)c(C)cc2C)nn1-c1ccccc1,2%,3%,-4%,37%,2%,-25,-9%,1,-8,-17%,5%
Cc1ccc(C(=O)N/N=C/c2ccc(OC(=O)c3ccccc3Cl)cc2)cn1,2%,2%,5%,-26%,10%,-9,5%,-6,6,-9%,-5%
